# GAA glycogen mod – alters human alpha-glucosidase cleavage of glycogen | P10253 | recombinant GAA, glycogen substrate, Amplex Red glucose oxidase fluorescence | Potency, µM (titrated, usually from 76.4 µM), for the others: at the highest dose activity change, negative = inhibition, usual class: inhibitors | hit rate 0.38% among 300,000 | AID 2100; active means well fitted inhibition curve with a large enough effect; inconclusive means small, poorly fitted or top-dose-only effect, or another doubt; inactive means no such curve, though single readings can be large or run the other way;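 further: 0% = full enzyme reaction and -100% = no-enzyme basal signal; the screen sought inhibitors and activators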
#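 Recombinant human alpha-glucosidase (4 nM final) hydrolysed bovine liver glycogen (30 ug) for 40 min at 37 C in pH 5.0 citrate/phosphate with 0.01% Tween-20. Released glucose detected by glucose oxidase/Amplex Red, Ex 573/Em 610 nm. Compounds up to 77 uM; AC50 from Hill fits.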
# Active calls of the source: *; ? = inconclusive; [ ] = another dose, or the depositor's remark. Potency means the concentration at half of the fitted maximal effect. Not all compounds are listed; the hit share may differ from the screen's.
SMILES,GAA glycogen mod
CNc1cc(C)c(C#N)c2nc3ccccc3n12,3.3%[76.3 µM]
Cc1ccc(NC2=CC(=O)CC(C)(C)C2)cc1F,-5.0%
Cn1c(=O)oc2cc(S(=O)(=O)NCCC(=O)N3CCN(c4ccccc4F)CC3)ccc21,8.6%[76.3 µM]
Cc1ccc(S(=O)(=O)NCCc2nnc3ccc(SCc4ccccc4C)nn23)cc1,12.7%[76.3 µM]
COc1cc(/C=C2\C(=N)N3N=C(C(C)C)SC3=NC2=O)ccc1OCCOc1ccc(NC(C)=O)cc1,-1.8%
C=CCn1c(=O)c(C(=O)NCc2ccccc2Cl)c(O)c2ccccc21,-3.1%[76.3 µM]
CC1CCc2c(sc(NC(=O)c3c([N+](=O)[O-])cnn3C)c2C(N)=O)C1 (configuration not stated),-1.9%[76.3 µM]
CCCn1ncc2c(Nc3ccc(C)c(C)c3)ncnc21,10.1%[76.3 µM]
CC(C)(C)C1CCC(=O)N(CCC#N)CC1 (configuration not stated),16.4%[76.3 µM]
CCOc1ccccc1N1CCN(C(=O)c2cc3c(C)cc(C)cc3[nH]2)CC1,-5.1%

# Sorted by value in GAA glycogen mod (descending): three from the list above.
SMILES,GAA glycogen mod
COc1cc(/C=C2\C(=N)N3N=C(C(C)C)SC3=NC2=O)ccc1OCCOc1ccc(NC(C)=O)cc1,-1.8%
Cc1ccc(NC2=CC(=O)CC(C)(C)C2)cc1F,-5.0%
CCOc1ccccc1N1CCN(C(=O)c2cc3c(C)cc(C)cc3[nH]2)CC1,-5.1%

# The listing picks up, repeating the 2 entries before the break.
SMILES,GAA glycogen mod
CC(C)(C)C1CCC(=O)N(CCC#N)CC1 (configuration not stated),16.4%[76.3 µM]
CCOc1ccccc1N1CCN(C(=O)c2cc3c(C)cc(C)cc3[nH]2)CC1,-5.1%
Cc1cc(NC(=O)Nc2ccccc2Cl)no1,6.8%[76.3 µM]
COc1ccc(NS(=O)(=O)c2csc(C(=O)N3CCCC3)c2)cc1,-5.0%[76.3 µM]
CCOc1cc(C(=O)N2CCN(c3ccccn3)CC2)cc(OCC)c1OCC,0.0%[76.3 µM]
Cc1ccc(C)c(Cn2nnc3c(=O)[nH]c(C4CCCN(S(=O)(=O)Cc5ccccc5)C4)nc32)c1 (configuration not stated),0.8%
COc1ccc(N2CCOCC2)c(NC(=O)COc2cccc(C)c2)c1,-0.7%[76.3 µM]
Cc1cc(OCC(=O)N2CCC(C(=O)O)CC2)c2c(C)cc(=O)oc2c1,-9.5%[76.3 µM]
COc1ccccc1NC(=O)CN(c1ccccc1)S(=O)(=O)c1ccccc1,7.0%[76.3 µM]
CC(=O)NC(c1ccc2ccccc2c1)c1ccc2cccnc2c1O (configuration not stated),3.0%[76.3 µM]
CC(C)[C@H]1C(=O)Nc2ccccc2N1C(=O)N[C@@H](Cc1ccccc1)C(=O)N[C@@H](C(=O)O)c1ccccc1,-0.4%[76.3 µM]
CC(O)(CS(=O)(=O)Cc1ccccc1)c1ccccc1 (configuration not stated),-8.7%
COc1cccc(NC(=O)c2cc3ccccc3o/c2=N\O)c1,1.3%[76.3 µM]
O=C(Nc1nc2n(n1)C(c1ccc(Cl)cc1)C=C(c1ccccc1)N2)c1ccco1 (configuration not stated),-1.2%[76.3 µM]
Cc1ccc(CNC(=O)c2ccc(NC(=O)C3=CSCCO3)cc2)cc1,-6.2%[76.3 µM]
O=C(CN1C(=O)c2cccc3cccc1c23)NC1CCCC1,-13.1%
COC(=O)c1ccc(Cl)cc1NC(=O)Nc1nnc(N(C)Cc2ccccc2)s1,-19.2%[76.3 µM]
O=C(Nc1nccs1)c1ccc[nH]c1=O,9.3%[76.3 µM]
NC(=O)C1CCCN(C(=O)CCCNC(=O)c2ccc(Cl)cc2)C1 (configuration not stated),8.5%
CCc1cc(=O)oc2cc(C)cc(OCC(=O)NC3CCN(Cc4ccccc4)CC3)c12,-5.6%[76.3 µM]
Cc1cccc(NC(=O)/C(C#N)=C/c2ccc(Cl)cc2)n1,2.6%
COc1cccc(NC(=O)C2CCCN(c3ncnc4c3nc3n4CCCCC3)C2)c1 (configuration not stated),-3.4%[76.3 µM]
O=C(Nc1nccs1)c1cccnc1,3.0%[76.3 µM]
COc1ccc(-c2noc(CSCC(=O)Nc3cccc(C(F)(F)F)c3)n2)cc1OC,0.7%[76.3 µM]
N#Cc1ccccc1OCCn1cncn1,2.7%[76.3 µM]
C=CCn1c(SCC(C)=O)nc2scc(-c3ccc(C)o3)c2c1=O,-2.7%[76.3 µM]
COC(=O)c1ccc(C(=O)N2CCCC(Nc3ccc(C(C)C)cc3)C2)cc1 (configuration not stated),3.9%[76.3 µM]
CCCCN(CCCC)CCNC(=O)CN1C(=O)CSc2ccc(S(=O)(=O)N3CCCCC3)cc21,-4.4%[76.3 µM]
O=[N+]([O-])c1ccc(C(O)CN2CCN(Cc3ccccc3)CC2)cc1 (configuration not stated),2.3%
Cc1ccc2oc(C(=O)NCCC3CCCCO3)c(C)c2c1 (configuration not stated),3.9%[76.3 µM]
CC(Oc1ccc2c(c1)oc(=O)c1ccccc12)C(=O)NCC1CCC(C(=O)O)CC1 (configuration not stated),-5.7%[76.3 µM]
Cc1cc(C)c(C)c(OCCNCc2ccccc2)c1,-13.4%[76.3 µM]

# Compounds from the list above that have fluorine:
SMILES,GAA glycogen mod
Cc1ccc(NC2=CC(=O)CC(C)(C)C2)cc1F,-5.0%
Cn1c(=O)oc2cc(S(=O)(=O)NCCC(=O)N3CCN(c4ccccc4F)CC3)ccc21,8.6%[76.3 µM]
COc1ccc(-c2noc(CSCC(=O)Nc3cccc(C(F)(F)F)c3)n2)cc1OC,0.7%[76.3 µM]

# Additional compounds:
SMILES,GAA glycogen mod
O=C(NC(=S)Nc1ccc2[nH]c(=O)[nH]c2c1)c1ccccc1[N+](=O)[O-],-6.0%[76.3 µM]
CCOc1ccc(C2(C)CC(=O)N(C)C2=O)cc1 (configuration not stated),0.4%[76.3 µM]
COc1ccccc1N1CCN(C2CC(=O)N(c3cccc(Br)c3)C2=O)CC1 (configuration not stated),4.8%[76.3 µM]
O=C(c1ccccc1)c1ccc(N2CCN(C(=O)c3cccc(F)c3F)CC2)c(F)c1,-7.0%[76.3 µM]
CCN1CCN(C(=O)CS(=O)(=O)Cc2nc(-c3cccc(OC)c3)oc2C)CC1,-5.8%[76.3 µM]
O=C(N[C@@H](Cc1ccc(Br)cc1)C(=O)O)OCC1c2ccccc2-c2ccccc21,-12.7%[76.3 µM]
COc1ccc(N(Cc2cccs2)C(=O)c2ccccc2C)cc1,-3.2%[76.3 µM]
CC(=O)Nc1cccc(C(=O)N/N=C/c2c[nH]c3ccccc23)c1,-1.0%
COc1ccc(O)c(/C=N/N=C/c2cccc([N+](=O)[O-])c2)c1,-10.6%[76.3 µM]
CC(=O)Nc1cc(-c2nc3cc(Cl)ccc3o2)ccc1C,-2.9%[76.3 µM]
CCN1C(=O)[C@H]2[C@@H](c3ccc(OC)cc3)N3C(=O)CN(CCOC)C(=O)[C@@]3(C)[C@H]2C1=O,13.4%[76.3 µM]
O=C(O)Cn1c(SCCOc2ccc(Cl)cc2)nc2ccccc21,1.6%[76.3 µM]
S=c1[nH]nc(COc2ccccc2)n1/N=C/c1ccc(Cl)cc1,3.5%
CC(=O)N1CCc2cc(S(=O)(=O)NC3CCCCC3)ccc21,-3.7%[76.3 µM]
CCOC(=O)c1cc(C(=O)OCC)c(=O)[nH]c1SCc1ccccc1,-5.6%[76.3 µM]
COc1cc(CNc2ccc(N3CCOCC3)cc2)ccc1OCC(=O)NC(C)(C)C,9.2%[76.3 µM]
CCn1c(=O)c(C(=O)NCCc2ccc(Cl)cc2)c(O)c2ccccc21,1.9%[76.3 µM]
CCc1c(C)c2ccc(O)c(CN3CCN(c4ccc(F)cc4)CC3)c2oc1=O,-13.4%[76.3 µM]
Nc1nonc1-n1nnc(C(=O)N/N=C/c2ccccn2)c1-c1ccccc1,-1.1%[76.3 µM]
O=C(NCCCCc1ccccc1)c1cccc(Br)c1,3.4%[76.3 µM]
CN(c1ccccc1)c1nc(N)c([N+](=O)[O-])c(Nc2ccccc2F)n1,-2.6%
OCCC#Cc1ccc(CN2CCN(CCc3ccccc3)C(CCO)C2)cc1 (configuration not stated),11.6%[76.3 µM]
COc1ccc(-n2nc(C(=O)NCCCN3CCCC3=O)c3c4ccccc4n(C)c3c2=O)cc1Cl,-4.0%[76.3 µM]
COc1cc(Cl)c(C)cc1NC(=O)CSc1nc2c(c(=O)[nH]1)CCC2,4.7%[76.3 µM]
COc1c2c(cc3ccc(=O)oc13)CCO2,-4.0%[3.05 µM]
Cn1c(Cc2ccccc2)nnc1SCC(=O)NC1CC1,4.1%
Cc1ccc2[nH]c(C(=O)N3CCOCC3)cc2c1,0.2%[76.3 µM]
CC(=O)C12CCCCC1CC1[C@@H]3CC(C)C4=CC(=O)CC[C@]4(C)C3CC[C@@]12C (some centres not stated),-3.4%
CC(=O)c1ccc(N(CC(=O)NC2CCCC2)C(=O)c2csnn2)cc1,4.3%
CN1CCc2c(OCC(=O)NC3CCCCC3)cccc2C1=O,-10.7%[76.3 µM]
CCOc1ccc(N2C(=O)Nc3ccc(Br)cc3C2(O)C(=O)NCCN(C)C)cc1 (configuration not stated),9.6%
CN(CC(=O)Nc1ncn[nH]1)S(=O)(=O)c1cc(Cl)ccc1Cl,1.6%[76.3 µM]
Cc1cccc(/C=N/n2c(C)nc3ccccc3c2=O)c1,-1.2%
O=C(NNC(=S)NC(=O)c1ccccc1)c1cccnc1,?
C=CCn1c2ccccc2c(=O)c2cc(C#Cc3ccsc3)ccc21,18.4%[76.3 µM]
COc1ccccc1NC(=O)c1ccccc1-c1ccccc1C(=O)O,9.0%
O=C(OCC(=O)N1CCOCC1)c1ccccc1O,-2.9%
COc1ccccc1CNC(=O)C1CCC(CNS(=O)(=O)c2cccc3cccnc23)CC1 (configuration not stated),6.5%[76.3 µM]
CCC(Oc1ccc(F)cc1)C(=O)Nc1nc2c(s1)CCCC2 (configuration not stated),8.2%[76.3 µM]
Cc1cnc(NC(=O)CCc2ccccc2)s1,16.6%[76.3 µM]
Cc1ccc(C(=O)NCCNC(=O)c2ccccn2)cc1,-0.7%
COC(=O)c1c(NC(=O)c2cccc(N3C(=O)CCC3=O)c2)sc2c1CCN(C(C)=O)C2,-5.0%[76.3 µM]
COc1ccc(Cc2nc3ccc(C(=O)NCCn4ccnc4C)cc3o2)cc1OC,0.4%[76.3 µM]
COc1cccc(C2Nc3ccccc3C(=O)N2c2ccc(F)cc2)c1O (configuration not stated),1.0%
Cn1c(=O)oc2cc(S(=O)(=O)Nc3ccc(O)cc3)ccc21,9.1%[76.3 µM]
CCCN(C(=O)CSCC(=O)Nc1cccc(C)c1)c1c(N)n(Cc2ccccc2)c(=O)[nH]c1=O,3.1%[76.3 µM]
CCN(c1ccc(OC)cc1)S(=O)(=O)c1nnc(NC(=O)COc2ccc(F)cc2)s1,0.4%[76.3 µM]
CC(C)(C)NC(=O)NC(=O)COC(=O)C1c2ccccc2Oc2ccccc21,0.2%
C=C(C)COc1ccc(C2NC(=O)c3ccccc3O2)cc1OCC (configuration not stated),-16.1%[15.3 µM]
COc1ccc(Br)cc1CNC(=O)c1ccc2c(c1)N(C)CCS2,-4.8%[76.3 µM]

# Following part.
SMILES,GAA glycogen mod
CCOC(=O)c1ccccc1NC(=O)CSc1cn(CC(=O)N2CCOCC2)c2ccccc12,-6.3%[76.3 µM]
COc1cc(C)c(C)cc1S(=O)(=O)NC1CC(C)(C)NC(C)(C)C1,14.7%[76.3 µM]
O=C(NCc1ccc(F)cc1)c1ccc(N2CCOCC2)c([N+](=O)[O-])c1,6.2%
CCOC(=O)C1(Cc2cccc(OC)c2)CCCN(C(=O)c2ccc(OC)o2)C1 (configuration not stated),-4.8%[76.3 µM]
CCOc1ccc(/C=N/n2c(-c3ccccc3)n[nH]c2=S)cc1,-9.3%[76.3 µM]
COc1ccc2oc(C(=O)NCCN3CCOCC3)c(C)c2c1OC,-4.5%[76.3 µM]
O=C(Nc1cccnc1Cl)c1cc(-c2cccc(O)c2)on1,-16.1%[76.3 µM]
CCOC(=O)c1ccc(NC(=O)C2C3CCCCC32)cc1 (configuration not stated),4.0%[76.3 µM]
Cc1ccc(OCC(=O)Nc2ccccc2C(=O)N2CCCC2)cc1,-0.9%[76.3 µM]
CS(=O)(=O)c1cccc(NC(=O)C2CCCN2S(=O)(=O)c2ccc(F)cc2)c1 (configuration not stated),-7.5%[76.3 µM]
Nc1c(N(Cc2ccccc2)C(=O)COc2ccc(F)cc2)c(=O)[nH]c(=O)n1Cc1ccccc1,-13.2%[76.3 µM]
Cc1c(Cl)cccc1NC(=S)NC1CCCC1,12.8%[76.3 µM]
CCN(CC(=O)NCc1ccc(F)cc1)C(=O)c1ccc(C(=O)c2ccccc2)cc1,2.2%
CN1CCCC1CCNc1ccc2c(=O)c3ccccc3oc2c1 (configuration not stated),9.8%[76.3 µM]
Cc1ccnn1CCC(=O)N1CCCC(N2CCN(c3cccc(Cl)c3)CC2)C1 (configuration not stated),-2.5%[76.3 µM]
COc1ccccc1NC(=O)N1CCC(NC(=O)C2CCCCC2)CC1,1.4%[76.3 µM]

# A different layout for part of the listing above:
SMILES | GAA glycogen mod
Cc1c(Cl)cccc1NC(=S)NC1CCCC1 | 12.8%[76.3 µM]
CCN(CC(=O)NCc1ccc(F)cc1)C(=O)c1ccc(C(=O)c2ccccc2)cc1 | 2.2%
CN1CCCC1CCNc1ccc2c(=O)c3ccccc3oc2c1 (configuration not stated) | 9.8%[76.3 µM]
Cc1ccnn1CCC(=O)N1CCCC(N2CCN(c3cccc(Cl)c3)CC2)C1 (configuration not stated) | -2.5%[76.3 µM]
COc1ccccc1NC(=O)N1CCC(NC(=O)C2CCCCC2)CC1 | 1.4%[76.3 µM]
